Source: PubChem BioAssay (several laboratories)
Mcl1-Bid inh: Mcl-1/Bid binding inhibitors, primary screen, biochemical, TR-FRET, 1536-well; AID 1021, 2008; inhibition, % at 21.7 µM; hit rate 0.97% among 220,000; TR-FRET Mcl-1/Bid-Dy647 peptide binding;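 active means compounds that cut the binding signal by more than half at the single screening dose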;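 further: His-tagged Mcl-1 with europium anti-His antibody binding Bid BH3 peptide; 0% = Mcl-1 plus peptide wells and 100% = peptide-only wells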
Target sequence (Q07820 whole entry, looked up): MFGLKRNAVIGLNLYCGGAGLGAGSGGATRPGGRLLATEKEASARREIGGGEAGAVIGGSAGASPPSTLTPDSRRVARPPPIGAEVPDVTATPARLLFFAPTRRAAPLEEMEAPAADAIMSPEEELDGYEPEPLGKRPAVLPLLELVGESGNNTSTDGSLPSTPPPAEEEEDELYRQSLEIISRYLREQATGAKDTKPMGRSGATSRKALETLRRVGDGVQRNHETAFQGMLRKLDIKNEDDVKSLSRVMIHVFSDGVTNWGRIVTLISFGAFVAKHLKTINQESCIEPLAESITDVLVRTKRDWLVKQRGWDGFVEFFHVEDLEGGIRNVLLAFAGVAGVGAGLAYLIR
Pf gametocyte: late stage P. falciparum gametocyte viability inhibitors, primary screen, ATP luminescence, HTS; P. falciparum stage V gametocytes, 24 h; inhibition, % at 10.9 µM; hit rate 0.065% among 150,000; AID 743093, 2013;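 active means inhibition above the mean plus 3 SD of compounds within the control limits, set per campaign, cut at about 38% in these data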;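 further: 0% = DMSO wells and 100% = medium only without gametocytes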
Mcl1-Noxa inh: Mcl-1/Noxa binding inhibitors, primary screen, biochemical, TR-FRET, 1536-well; hit rate 1.5% among 220,000; TR-FRET Mcl-1/Noxa peptide binding, 2 h; inhibition, % at 21.7 µM;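 active means compounds that cut the protein-peptide binding signal by more than 50% relative to plate controls in a single-dose test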;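 further: His-tagged Mcl-1 with rhodamine Noxa BH3 peptide and terbium anti-His antibody; 0% = Mcl-1 plus Noxa peptide wells and 100% = peptide-only wells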
Avidin bead fluor: green autofluorescence of compounds with avidin beads – biophysical, 488/530 nm, flow cytometry, artefact control, profiling panel; compound fluorescence 488/530 nm; active compounds read high; hit rate 0.38% among 220,000; fluorescence (KMESF) at 10 µM; in the data active means fluorescence above about 47; further: inactives centre near 10
Starred values were filed as active, the others as inactive.

smiles	Mcl1-Bid inh	Pf gametocyte	Mcl1-Noxa inh	Avidin bead fluor
CCOP(=O)(/C(C#N)=C(/O)c1ccccc1)c1ccccc1 (stereo unspecified)	-56	-8	5	7
Cc1onc(-c2c(Cl)cccc2Cl)c1C(=O)ONC(=O)c1ccccc1	-6	11	14	6
CCc1cccc(C)c1N1C(=O)CC(C)(C)CC1=O	-13	9	4	8
CN1C(C(=O)NCCc2cccs2)CC2Cn3c(nc4cc(Cl)c(Cl)cc43)C21 (stereo unspecified)	-42	12	-17	7
Cn1c(O)c(/C=C2\C=Nc3ccccc32)sc1=Nc1ccc(C(=O)O)cc1	-37	-3	11	8
NC(=O)N/N=C/c1c(Sc2nnnn2-c2ccccc2)nc2ccccn2c1=O	-7	1	3	7
CNC(=O)C(=O)N/N=C/c1cccnc1	9	-2	-1	12
O=S(=O)(Nc1ccccn1)c1ccc(C(F)(F)F)cc1Cl	-26	-6	0	12
Cc1n[nH]c(=O)c2ccccc12	-38	-9	10	5
O=C(N/N=C/c1ccc([N+](=O)[O-])o1)c1ccccc1NS(=O)(=O)c1cccs1	1	3	6	9
O=C1/C(=C/c2ccc(O)cc2)SC(=S)N1CC1CCCO1 (stereo unspecified)	6	13	4	8
CCOC(=O)c1ccc(NC(=O)COc2cc3oc(=O)c(CC(C)O)c(C)c3cc2Cl)cc1 (stereo unspecified)	1	18	28	7
Cc1ccc(/C=C/C(=O)O)cc1S(=O)(=O)N1CCCCC1	-3	-6	9	6
Nc1c(Cl)ncnc1N/N=C/c1cccnc1	-17	-4	-4	8
O=C(c1cccc([N+](=O)[O-])c1)c1ccc2c(c1)OCCOCCOCCO2	1	15	9	7
O=c1c2oc3nc4c(cc3c2ncn1CCCc1ccccc1)CCCC4	-7	2	6	2
COc1ccccc1OCCNC(=O)Nc1cc(F)c(F)cc1Cl	-13	8	-14	4
C/C(=N\NC(N)=S)c1ccncc1	-42	-1	-12	8
Cc1ccccc1NC(=O)CN1C(=O)CSc2ccccc21	-6	-7	4	7
S=c1[nH]nc(-c2ccc(Br)cc2)n1-c1ccc2c(c1)OCCO2	-148	-27	31	10
N#C/C(=C(O)\C=C\c1ccccc1)c1nc2ccccc2[nH]1	50	-2	67*	6
Cc1cc2nc(=O)c(/C=C3\C=Nc4ccccc43)c(N)n2o1	11	6	34	8
O=C(Nc1cc(S(=O)(=O)N2CCOCC2)ccc1N1CCOCC1)c1ccc(Cl)nc1	-25	-3	-3	7
NC(=O)N/N=C/c1coc2ccc(O)cc2c1=O	-17	-12	-11	10
CCn1nc(C)c(Br)c1-c1nc(-c2cccc(C)c2)no1	-18	-21	-18	6
Cc1nn(-c2ccccc2)c(-c2ccccc2[N+](=O)[O-])c1C(=O)O	-9	0	3	5
CCn1c(C)nc2cc(C(=O)NNC(=S)Nc3ccc(C)cc3)ccc21	-78	-27	-50	15
CCN(C(=O)CSc1n[nH]c(-c2cccs2)n1)C1CCS(=O)(=O)C1 (stereo unspecified)	-10	8	8	6
CCN1C(=O)/C(=C2\SC(=S)N(NC(=O)c3ccccc3O)C2=O)c2ccccc21	-69	-6	65*	9
C/C(=N\NC(=O)c1ccc2c(c1)OCO2)c1ccc(O)cc1	-15	-6	6	7
Cn1c(N)c(C(=O)CSc2nc3ccccc3[nH]2)c(=O)n(C)c1=O	-12	10	10	6
Cc1ccsc1/C=N/NC(=O)Cc1ccc(Cl)cc1	15	25	11	11
CC1(c2nnc(-c3ccccc3)o2)CC(c2ccc(F)cc2)=NO1 (stereo unspecified)	-49	6	-20	9
C/C(=N/Nc1nc(-c2ccccc2)c(CC(=O)O)s1)c1ccccc1	-9	5	56*	10
CC1(C)Cc2nc(-c3ccccc3)nc(SCC(O)CO)c2CO1 (stereo unspecified)	-13	9	10	7
N#Cc1c(Nc2ccc(Cl)cc2)s[nH]c1=O	-89	-3	5	7
O=C(O)c1cc2nccc(-c3ccco3)n2n1	-72	7	16	8
CC1=[N+]([O-])C(C)(C)N(O)C1(C)C	-7	0	-3	6
O=c1ccnc2n1COCS2	-14	-21	1	8
C[C@H](NC(=O)c1ccco1)C(=O)NCCc1ccc(S(N)(=O)=O)cc1	-13	-23	-9	4
CCOc1cc(/C=C2\SC(=S)N(C(C(=O)O)c3ccccc3)C2=O)ccc1O (stereo unspecified)	51*	-3	51*	7
COc1cc(O)c(C(CCN2CCCC(C)C2)c2cc(OC)c(OC)c(OC)c2)c(OC)c1 (stereo unspecified)	-17	-1	22	21
CS(=O)(=O)N(CC(=O)Nc1ccccc1C(=O)N1CCOCC1)c1ccc(Cl)cc1	-18	-22	-28	6
Cc1cc(C(=O)NNC(=O)c2cccc(Cl)c2)no1	4	-27	4	6
COC(=O)/C(=N/Nc1ccccc1OC)N1CCCc2ccccc21	-70	5	13	5
COc1ccc(S(=O)(=O)n2nc(-n3c(C)ccc3C)c3c(F)cccc32)cc1OC	-47	0	-28	8
COc1ccc(N(CC(=O)Nc2ccc3c(c2)OCO3)S(=O)(=O)c2ccccc2)cc1OC	-42	-17	-5	8
COc1cc(/C=C/C(=O)OCC(=O)NC(=O)NC(C)C)ccc1O	-55	-1	-8	4
CCc1nc(N2CCCCC2C(=O)O)c2oc3ccccc3c2n1 (stereo unspecified)	3	16	2	8
COc1ccc(C(=O)Nc2cnn(Cc3c(F)cccc3Cl)c2)cc1OC	-25	14	5	14
COc1ccc2cnn(-c3ccc(OC(F)(F)Cl)cc3)c(=O)c2c1OC	-8	-31	2	8
CCCCCCCCNC(CO)(CO)CO	-29	-1	7	6
CC1SCC(NC(=O)c2cccc(Cl)c2)CS1 (stereo unspecified)	-10	-12	-13	7
COc1ccccc1C(=O)Nc1ccc(-c2nnn(CC(=O)NCc3ccco3)n2)cc1	-43	-11	-104	14
COc1ccc(C(=O)Nc2ccccc2C(=O)N/N=C/c2ccccn2)cc1OC	-78	-1	-118	8
O=C1c2cccc3cc([N+](=O)[O-])cc(c23)C(=O)N1/N=C/c1ccc(O)cc1O	98*	-5	90*	9
COc1ccc([C@H]2[C@H]3C=CC[C@@H](C)[C@@H]3C(=O)N2Cc2ccccc2)cc1Cl	-42	-12	-2	7
Cc1ccc2cc(C3CC(c4ccco4)=NN3S(C)(=O)=O)c(Cl)nc2c1 (stereo unspecified)	-9	-17	-10	5
CC1CCC2(CC1)NC(=O)N(CC(=O)NCc1ccc3c(c1)OCO3)C2=O (stereo unspecified)	-69	-4	8	10
Cc1cc(C(=O)O)n(C(C)(C)C)n1	-3	2	-1	6

The list goes on.
smiles	Mcl1-Bid inh	Pf gametocyte	Mcl1-Noxa inh	Avidin bead fluor
CC(C)(C)C(=O)NC1(C(F)(F)F)NC(=O)N(c2ccccc2F)C1=O (stereo unspecified)	-56	13	-23	7
CCOC(=O)c1c(C)[nH]c(C(=O)CN2CCN(CC)CC2)c1C	15	20	26	4
CN(C)Cc1cc(O)c(CN(C)C)cc1O	-153	5	60*	3
Cc1cc(C)cc(N(CC(=O)NC2CCC(C)CC2)S(=O)(=O)c2c(C)[nH]c(=O)[nH]c2=O)c1 (stereo unspecified)	-6	-19	-7	5
CC(=O)c1cn(C)c(=O)c2ccccc12	-9	-22	-25	6
Cc1cc(C)[n+]2[nH]c(N)c(N=Nc3ccccc3)c2n1	16	-1	7	7
Fc1cccc(/C=C2\CCCC3=C2NC(=S)NC3c2cccc(F)c2)c1 (stereo unspecified)	-31	-7	-18	6
Cc1cccc(NC(=S)NNC(=O)c2cccc([N+](=O)[O-])c2)c1	-90	8	-101	6
O=C(/C=C/c1cccc(Br)c1)Nc1nn[nH]n1	-6	14	7	6
Cc1ccc2c(c1)C(=O)OC1(O)C3C4C=CC(C4)C3C(=O)N21 (stereo unspecified)	-8	-1	13	8
O=C(O)C1CCCCC1C(=O)NC(c1ccccc1)c1ccccc1 (stereo unspecified)	-16	9	-6	7
Cc1ccc(Cl)cc1NC(C#N)c1ccccc1 (stereo unspecified)	-7	7	21	8
NC(=S)C1COc2ccccc2O1 (stereo unspecified)	-63	5	0	14
CC(C)Oc1ccc(C(=O)NC(=S)Nc2ccc(Cl)c(C(=O)O)c2)cc1	-7	-17	3	8
COc1ccc(S(=O)(=O)NCCN2CCNC2=O)cc1OC	-19	-6	11	5
Cc1ccc(S(=O)(=O)N(C)C)cc1NC(=O)c1n[nH]c(=O)c2ccccc12	-38	5	-4	6
O=C(CCl)NNC(=O)c1c(O)c2ccccc2[nH]c1=O	-35	9	-47	4
Cc1cc(C)c(/C=C(\C#N)S(=O)(=O)c2ccccc2)[nH]1	-16	18	-2	3
COc1ccc(C(=O)NCCN2C(=O)S/C(=C\c3cccnc3)C2=O)cc1[N+](=O)[O-]	-6	16	4	7
COc1ccc(-c2noc(CCCC(=O)Nc3cccnc3)n2)cc1OC	0	-13	17	5
CC(C)Sc1n[nH]c(=O)n1-c1ccccc1	-6	19	-6	3
COC(=O)C(CC(C)C)N1CCC(=O)c2ccccc2S1(=O)=O (stereo unspecified)	-54	-10	19	7
COc1ccc(/C=N/NC(=O)c2ccncc2)cc1COc1ccc(NC(C)=O)cc1	-2	2	9	3
O=C(NCCC1=CCCCC1)C1CCC(CNc2c(N3CCCC3)c(=O)c2=O)CC1 (stereo unspecified)	-47	2	-9	7
CC(C)(CC(=O)O)CC(=O)NCc1c(Cl)cccc1Sc1ccc(Cl)cc1	4	2	10	5
COc1cc(C(=O)O/N=C(\N)c2ccccn2)cc(OC)c1OC	-5	12	-1	7
Cc1csc(NC(=O)CSc2nnc(-c3ccoc3C)n2C(C)c2ccccc2)n1 (stereo unspecified)	-19	1	4	9
NC(=S)Nc1c(Cl)cccc1Cl	-18	11	-3	8
C=C(C)C(=O)Nc1cccc(C2=NOC3(C2)C[C@@H](C(N)=O)N(C(=O)/C(C)=C/C)C3)c1 (stereo partly specified)	-114	-8	73*	9
FC(F)(F)c1cccc(Nc2cc(-c3ccccc3)nc3ncnn23)c1	-31	10	-5	6

Ordered by molar mass (smallest number first): some entries from above
smiles	Mcl1-Bid inh	Pf gametocyte	Mcl1-Noxa inh	Avidin bead fluor
CCOC(=O)c1c(C)[nH]c(C(=O)CN2CCN(CC)CC2)c1C	15	20	26	4
Cc1csc(NC(=O)CSc2nnc(-c3ccoc3C)n2C(C)c2ccccc2)n1 (stereo unspecified)	-19	1	4	9
Cc1cc(C)cc(N(CC(=O)NC2CCC(C)CC2)S(=O)(=O)c2c(C)[nH]c(=O)[nH]c2=O)c1 (stereo unspecified)	-6	-19	-7	5

Remaining list, next part.
smiles	Mcl1-Bid inh	Pf gametocyte	Mcl1-Noxa inh	Avidin bead fluor
CC1(C)CC2(CCO1)OC(=O)CC2C(=O)Nc1c(Cl)cccc1Cl (stereo unspecified)	-12	-2	24	7
CC(C)Oc1ccc(C(=O)NC(Cc2c[nH]c3ccccc23)C(=O)NN)cc1 (stereo unspecified)	-55	3	-6	12
Cc1cc(O)c(-c2cc(C(=O)Nc3sc4c(c3C(=O)NCc3ccco3)CCC4)[nH]n2)cc1C	-47	11	71*	38
CCOC(=O)C(NC(=O)CC)(Nc1ccc(S(N)(=O)=O)cc1)C(F)(F)F (stereo unspecified)	-45	16	-27	4
CCNC(=O)C(CCSC)NS(=O)(=O)c1ccc(C)cc1 (stereo unspecified)	-83	0	6	5
Cc1cccc(-c2noc(-c3c(C)noc3C)n2)c1	-14	18	5	8
CCCCN(CC)Cc1c(O)ccc2c3c(c(=O)oc12)CCC3	-68	14	16	4
O=C(/C=C/c1cccs1)NC(=S)Nc1ccc(C(=O)O)cc1	-5	-14	17	9
CCOC(=O)c1c(-n2cnnn2)sc2c1CCCC2	-19	17	7	7
O=C(CSc1n[nH]c(=O)n1-c1ccccc1)Nc1ccccc1	-12	-8	14	3
CCOC(=O)C1=C(CS(=O)(=O)c2ccccc2)NC(=O)NC1c1ccc(O)c(OC)c1 (stereo unspecified)	-14	-27	6	10
O=C(NNC(=S)Nc1ccccc1)c1ccc(O)cc1	-59	21	-32	10
C=CCC1(Cl)C(=O)C(Cl)=C(N2CCOCC2)C1(OC)OC (stereo unspecified)	-5	-5	-20	8
Fc1ccc(-c2[nH]ncc2CN2CCN(c3ccc(F)cc3)CC2)cc1	-12	-49	14	6

Compounds above with a tert-butyl group:
smiles	Mcl1-Bid inh	Pf gametocyte	Mcl1-Noxa inh	Avidin bead fluor
Cc1cc(C(=O)O)n(C(C)(C)C)n1	-3	2	-1	6
CC(C)(C)C(=O)NC1(C(F)(F)F)NC(=O)N(c2ccccc2F)C1=O (stereo unspecified)	-56	13	-23	7

2 entries picked at random from those above:
smiles	Mcl1-Bid inh	Pf gametocyte	Mcl1-Noxa inh	Avidin bead fluor
CC(C)Oc1ccc(C(=O)NC(Cc2c[nH]c3ccccc23)C(=O)NN)cc1 (stereo unspecified)	-55	3	-6	12
CCOC(=O)C1=C(CS(=O)(=O)c2ccccc2)NC(=O)NC1c1ccc(O)c(OC)c1 (stereo unspecified)	-14	-27	6	10

The list is partial; count on the stated rates, not on these rows.
